Compound activity deposited in PubChem by several laboratories.
Rtt109 Vps75 = C. albicans Rtt109 histone acetyltransferase inhibition. purified Rtt109/Vps75, ThioGlo CoA-SH fluorescence, 4 h. inhibition, % at 34.9 µM. hit rate 0.16% among 330,000. AID 540336;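 active means inhibition of at least 50% in every replicate; inconclusive means best replicate reaches 50% inhibition but some replicates fall short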
Target sequence (Q5AAJ8 whole entry, looked up): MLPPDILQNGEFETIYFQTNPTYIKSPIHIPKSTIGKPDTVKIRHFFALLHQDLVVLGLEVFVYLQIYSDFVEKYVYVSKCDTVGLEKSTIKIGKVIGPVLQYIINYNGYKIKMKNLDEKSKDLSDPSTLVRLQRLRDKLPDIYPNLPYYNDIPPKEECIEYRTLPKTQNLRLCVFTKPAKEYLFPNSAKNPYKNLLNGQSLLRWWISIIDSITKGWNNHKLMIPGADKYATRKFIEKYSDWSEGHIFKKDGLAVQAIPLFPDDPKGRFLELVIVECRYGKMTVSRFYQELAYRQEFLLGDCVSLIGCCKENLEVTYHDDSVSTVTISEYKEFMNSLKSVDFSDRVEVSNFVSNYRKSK
CAL PDZ FP-1 = CAL PDZ (human) peptide binding inhibition. Q9HD26. purified CAL PDZ, TMR-peptide fluorescence polarization, 1 h. inhibition, % at 24.9 µM. hit rate 0.92% among 300,000. AID 602252;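 active means mean inhibition of at least 30% with at least half of replicates also reaching 30%; inconclusive means no clear call, values can overlap the other calls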;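 further: 0% = DMSO neutral control and 100% = excess unlabeled competitor peptide PRC23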
cardiac RTF act = increases calcium sensitivity of human cardiac regulated thin filaments; P19429+P45379; IANBD-labeled TnC RTF fluorescence at EC20 calcium; 0% EC20 calcium, 100% full calcium; activation, % at 7.2 µM; hit rate 0.24% among 340,000;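 active means activation above the mean over all tested compounds plus 3 SD, cut at about 30% in these data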;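 further: rise in fluorescence read as greater calcium sensitivity of cardiac thin filaments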
Wnt act = activates Wnt/beta-catenin signaling in a reporter cell assay; activator, plate reader; activation, % at 9.35 µM; hit rate 1.2% among 300,000; AID 743398; in the data active means activation above about 30%, passing the limit was not always enough; inconclusive means no clear call, values can overlap the other calls;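 further: 0% = neutral control wells and 100% = positive control wells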
CAL PDZ FP-2 = inhibitors of human CAL PDZ peptide binding. hit rate 0.02% among 330,000. AID 504414. Q9HD26. purified CAL PDZ, TMR-peptide fluorescence polarization, 1 h. inhibition, % at 20 µM;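 active means highest replicate inhibition of at least 40%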;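 further: plate controls were DMSO neutral control wells for no effect and unlabeled competitor peptide control wells for full effect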
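Material: tagged CAL PDZ domain; buffer or medium: 25 mM sodium phosphate pH 7.4, 150 mM NaCl, TCEP, IgG, Thesit; compound dosing: single point, 20 µM; schedule: 1 h incubation at room temperature before polarization reading; measured by: FP readout, S and P plane fluorescence; read-out basis: percent inhibition from loss of millipolarization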
V-ATPase pHluor = regulators of yeast V-ATPase proton transport; response, % at 10 µM; hit rate 0.37% among 350,000; AID 504577; S. cerevisiae, pHLuorin cytosolic pH fluorescence; in the data active means response mostly above about 7.3%, no sharp cut-off; inactive means mostly below about 5.4%; further: actives read high; inactives centre near 0; some compounds called inactive have numbers as strong as hits; reference of the scale not given here
Tat transport = inhibitors of E. coli Tat protein transport; E. coli MC4100 TorA-mCherry Tat export, fluorescence; hit rate 0.036% among 340,000; inhibition, % at 10 µM;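 active means mean replicate inhibition at least 50% and at least half of replicates individually reaching 50%; inconclusive means only one of the two criteria met; inactive means neither criterion met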;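 further: exported cargo escapes ClpAP degradation while cytoplasmic cargo is degraded and loses fluorescence; 0% = median of neutral control wells and 100% = median of NaSCN control wells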
MITF act = MITF TRPM1 promoter activation in melanoma cells. AID 588334. hit rate 0.75% among 300,000. activation, % at 12.5 µM. SK-MEL-5 TRPM1-promoter luciferase, 24 h; % of positive control, neutral wells = 0;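 active means mean activation of at least 80% with every replicate also reaching 80%; inconclusive means mean reaches 80% but some replicate falls short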;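 further: 0% = neutral control wells and 100% = parthenolide positive control wells; values of inactives mirror those of a sister screen read the other way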
dFosB act = activators of mouse delta FosB homodimer | P13346 | purified delta FosB, TAMRA-CDK5 oligo fluorescence polarization; percent of positive-control signal above neutral wells | activation, % at 25 µM | hit rate 0.99% among 340,000 | AID 493131;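 active means mean activation above about 17%, with every replicate also reaching it, limit read from the data, passing the limit was not always enough; inconclusive means only one of the two conditions met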;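 further: fluorescence polarization rise as delta FosB binds a TAMRA Cdk5 AP-1 oligo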
Target sequence (P13346 whole entry, looked up): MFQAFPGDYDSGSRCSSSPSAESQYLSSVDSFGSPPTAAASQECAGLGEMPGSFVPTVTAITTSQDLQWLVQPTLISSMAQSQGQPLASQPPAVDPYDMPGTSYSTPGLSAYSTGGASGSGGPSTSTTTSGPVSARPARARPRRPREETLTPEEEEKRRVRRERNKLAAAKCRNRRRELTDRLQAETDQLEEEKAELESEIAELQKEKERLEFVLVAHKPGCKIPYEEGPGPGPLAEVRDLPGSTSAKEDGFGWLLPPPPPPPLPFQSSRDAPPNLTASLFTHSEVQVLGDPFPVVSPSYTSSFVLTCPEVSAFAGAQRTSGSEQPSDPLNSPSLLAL
CDK5 inh = blocks human CDK5/p35 kinase activity. inhibition, % at 10 µM. Q00535+Q15078. hit rate 0.01% among 330,000. Recombinant CDK5/p35, ADP-Glo luminescence, 60 min;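 active means highest replicate inhibition of at least 50% and at least 75% of replicates reaching 50%; inconclusive means only one of the two criteria met; inactive means both criteria failed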;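 further: plate controls were DMSO neutral control for no effect and GW8510 at 10 µM for full effect; many of its hits are not listed in these tables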
* marks the source's active call; other numbers are inactive results; ? = inconclusive; · = no result given.

SMILES | Rtt109 Vps75 | CAL PDZ FP-1 | cardiac RTF act | Wnt act | CAL PDZ FP-2 | V-ATPase pHluor | Tat transport | MITF act | dFosB act | CDK5 inh
CS(=O)(=O)Nc1cccc(S(=O)(=O)N2CCN(C(=O)c3ccccc3)CC2)c1 | 0.5 | -1.4 | 0.8 | -1.0 | 1.1 | 1.3 | -7.5 | 5.0 | 2.8 | -1.0
CCOc1ccc(N2CC(C(=O)Nc3ccc(S(=O)(=O)Nc4nccs4)cc3)CC2=O)cc1 (stereo unspecified) | 12.7 | -3.9 | -1.6 | -1.8 | -3.4 | 3.6 | -3.5 | · | -3.7 | 0.4
Cc1[nH]nc2c1C(Cc1ccccc1)C(C#N)=C(N)O2 (stereo unspecified) | -0.8 | 4.6 | -0.9 | 0.0 | -0.7 | -0.2 | 1.9 | 0.6 | -7.5 | 0.2
Cc1[nH]c(C)c(S(=O)(=O)N2CCN(c3cccc(Cl)c3)CC2)c1C(=O)N1CCCCC1 | 9.1 | -3.6 | -1.9 | -2.9 | -1.2 | 2.7 | -6.6 | -9.8 | -5.0 | -0.1
CSc1nsc(SCC(=O)N2CCCc3ccccc32)n1 | -2.6 | · | -3.7 | · | -0.6 | 0.6 | 8.4 | 0.3 | -7.8 | 2.0
COc1ccc(C(=O)OCC(=O)NCc2ccco2)cc1S(=O)(=O)N1CCN(c2cccc(Cl)c2)CC1 | 11.0 | -4.1 | 10.0 | · | · | 1.7 | 0.7 | 4.5 | -6.0 | -1.4
CC(=O)Nc1sc(C)c(C)c1C(=O)OCC(=O)N(CC(C)C)C1CCS(=O)(=O)C1 (stereo unspecified) | 11.3 | -3.8 | 7.3 | · | -0.1 | 0.0 | 3.8 | 3.7 | -2.7 | -1.7
O=C(CNC(=O)c1ccccc1F)Nc1ccccc1C(F)(F)F | 27.5 | 0.4 | 1.4 | 1.0 | -0.5 | -2.3 | -2.6 | -9.3 | -1.8 | -1.4
CN(C)CCCNC(=O)C[C@H]1C[C@H](C(=O)N2CCCCC2)[C@@]2(CCc3ccccc3)c3[nH]c4cc(CCC(=O)N(C)C)ccc4c3CCN2C1=O | -11.8 | 5.7 | -6.5 | -1.1 | 0.0 | -1.7 | -5.3 | 4.5 | -4.9 | 0.7
O=C(CCSCc1ccccc1Cl)NCc1cccs1 | -6.0 | -1.1 | -3.5 | 20.5 | -0.6 | 3.3 | -3.5 | 5.6 | -3.6 | -1.7
Cn1c(=O)oc2cc(S(=O)(=O)N3CCC(C(=O)N4CCN(c5ccccc5)CC4)CC3)ccc21 | -3.4 | · | -2.4 | -2.5 | -0.8 | 2.6 | -0.3 | · | -1.5 | -1.4
Cc1cccc(NC(=O)Nc2ccc(OCc3ccccc3)cc2)n1 | 2.6 | -0.8 | 1.3 | -1.1 | -0.6 | -0.1 | -10.7 | -1.4 | 0.4 | -0.5
Clc1ccc(-c2nnc(Sc3nc4ccccc4o3)c3ccccc23)cc1 | -3.4 | -3.0 | -3.9 | 3.4 | -0.2 | 0.9 | -2.3 | 18.9 | -15.8 | 0.4
O=C1/C(=C/c2ccccn2)COc2ccccc21 | 0.0 | 26.6 | 11.4 | -0.1 | -1.3 | 5.3 | 22.5 | 2.1 | -12.1 | 0.9
COc1ccccc1CNC(=O)[C@H](CCSC)NC(=O)[C@@H]1Cc2ccccc2CN1 | 2.8 | -4.9 | -0.4 | -1.8 | -0.3 | -1.0 | 8.0 | -7.8 | -9.4 | -0.6
CC(NC(=O)CCCCCN1C(=O)c2ccccc2C1=O)c1ccc2c(c1)CCCC2 (stereo unspecified) | -0.5 | -1.4 | -3.6 | -3.2 | 0.0 | -1.1 | 3.8 | 5.0 | -5.2 | -0.8
O=C(Cc1ccc([N+](=O)[O-])cc1)Nc1ccc2c(c1)CCC2 | -0.5 | -1.0 | 0.5 | 2.1 | -2.4 | 0.3 | 26.5 | 4.3 | -1.5 | -6.9
COc1ccc(CCNC(=O)COC(=O)Cc2ccc(OC)cc2)cc1 | -0.9 | -1.2 | 1.0 | · | -0.4 | 0.5 | -2.1 | -6.3 | -2.6 | -3.5
CC(C)CC(NC(N)=O)C(=O)NCCc1ccc(Cl)cc1Cl (stereo unspecified) | 0.0 | 0.7 | -10.5 | 0.5 | -1.5 | -3.3 | 4.8 | 2.3 | -1.9 | -0.8
Cc1cccn2c(=O)c3cc(C(=O)NCCCOC(C)C)sc3nc12 | -2.9 | -4.2 | -1.1 | 2.5 | -0.5 | -4.3 | 1.4 | -2.2 | -7.5 | -0.4
COc1cccc(C2=CC(=O)CC(c3ccco3)C2)c1 (stereo unspecified) | 16.4 | -1.6 | -7.9 | -0.4 | 0.0 | 0.2 | -1.0 | 11.1 | 2.7 | -0.3
CC1CCCN(CC(O)COc2ccc3c(c2)OCO3)C1 (stereo unspecified) | 12.1 | 11.2 | -0.7 | -1.9 | -0.5 | -1.8 | -4.5 | 6.7 | 3.1 | -0.6
CC(O)CNCCCCOc1ccc(OCc2ccccc2)cc1 (stereo unspecified) | 1.1 | 2.8 | 3.2 | 1.7 | -0.5 | -0.4 | -7.1 | 37.9 | -5.2 | -0.4
CCOC(=O)c1nnn(CC(=O)NC(=O)Nc2cccc(CC)c2)c1C(=O)OCC | 19.7 | -0.3 | -1.8 | 35.9* | -2.8 | 1.8 | 3.1 | 3.7 | -11.5 | 1.5
CCNc1nc(NCC)n2c(SC(C(=O)Nc3cc(C)ccc3OC)c3ccccc3)nnc2n1 (stereo unspecified) | 33.5 | 0.0 | -10.8 | -3.5 | -3.1 | 3.7 | 6.9 | -4.5 | -10.4 | -0.7
CC1(N=Cc2cc(Cl)ccc2O)COP(=O)(NC2CCCC2)OC1 (stereo unspecified) | 4.5 | -4.2 | 3.1 | -6.6 | -0.4 | 2.6 | -5.0 | 5.3 | -2.3 | 0.5
CC(C)CN(C(=O)CN1CCc2ccccc21)c1c(N)n(CC(C)C)c(=O)[nH]c1=O | 3.0 | · | 10.7 | 1.0 | -0.6 | -1.9 | -14.8 | -15.5 | -0.3 | -0.6
CCOC(=O)N1CCN(C(=O)CSc2ncccn2)CC1 | · | -2.7 | 3.9 | -4.5 | -2.3 | 0.2 | -0.3 | · | -2.1 | -2.0
CCc1cccc(OCC(=O)Nc2ccc(C(=O)O)cc2NC(=O)COc2cccc(CC)c2)c1 | 6.8 | 8.3 | 0.7 | -1.1 | 0.0 | 2.2 | 4.4 | -4.3 | -12.3 | 1.8
CCc1ccc(C2=Nn3c(nnc3-c3cccs3)SC2)cc1 | -2.7 | -4.6 | 4.3 | -6.2 | · | 1.7 | 8.5 | · | -39.4 | -1.4
COc1ccc(CCNC(=O)C(=O)NCc2ccc(C(C)C)cc2)cc1OC | -0.7 | -5.5 | 0.5 | -3.4 | -0.9 | 0.0 | -2.4 | -13.8 | 14.3 | 0.5
O=C(COc1cccc2ccccc12)N/N=C/c1ccc(Sc2nc3ccccc3s2)o1 | -6.8 | -10.4 | -3.0 | · | · | -1.3 | 4.0 | · | -7.3 | -0.3
CCn1nc(C(=O)OCC(=O)Nc2nc(-c3ccc(OC)cc3)cs2)c2ccccc2c1=O | 10.4 | 0.6 | -2.2 | · | 0.0 | -0.6 | 4.7 | 68.2 | ? | 2.9
O=C(c1c(Cl)cccc1Cl)N1CCN(c2ccccn2)CC1 | 9.2 | · | 1.9 | · | -1.1 | -4.9 | -0.5 | -7.5 | 2.7 | 0.1
Cc1onc(-c2ccccc2)c1C(=O)N/N=C/c1cc(Br)c(O)c(Br)c1 | 1.4 | 0.7 | -2.2 | -1.2 | -1.4 | -4.6 | -9.9 | 4.7 | -1.0 | 0.6
COCCNC(=O)/C(C#N)=C/C=C/c1ccccc1[N+](=O)[O-] | 1.2 | -5.2 | -2.4 | -0.4 | 0.6 | 0.6 | -3.5 | -49.1 | -3.4 | -2.2
Cc1cc(NC(=O)CSc2ccc3nnc(-c4ccccn4)n3n2)no1 | -6.3 | -6.0 | 7.5 | -0.4 | 1.0 | 2.0 | -9.1 | -2.8 | -2.6 | -3.1
COC(=O)c1cccc(NC(=O)c2cccc(OC)c2)c1 | 1.1 | -0.5 | 5.5 | 28.2 | -2.3 | 0.2 | -4.0 | 53.2 | -11.1 | 3.0
COc1cc(NC(=S)N2CCCC(C)C2)c(OC)cc1Cl (stereo unspecified) | -9.8 | -1.1 | 6.1 | 9.2 | -2.2 | 0.9 | -5.4 | 3.7 | -0.7 | 0.8
COc1ccc(Cl)cc1NC(=O)NC(C)c1ccncc1 (stereo unspecified) | 7.1 | · | -2.1 | · | -1.5 | 0.9 | 4.9 | -8.3 | -1.2 | 5.6
CCOC(=O)c1nnn(-c2nn3nnnc3c3ccccc23)c1C | 1.4 | 0.6 | 2.5 | -5.3 | -1.8 | 0.6 | -0.4 | · | -1.0 | 0.6
O=C([C@H](Cc1ccccc1)N1C(=O)c2ccccc2C1=O)N1CCOCC1 | -0.3 | 4.8 | -4.2 | -1.3 | -1.7 | 7.3 | -0.2 | 0.9 | -1.8 | 0.4
Cc1cccc(C(=O)N2CCN(S(=O)(=O)N3CCCCC3)CC2)c1 | -3.6 | -2.9 | -0.9 | -2.3 | -2.4 | -1.0 | -14.7 | -15.6 | -2.6 | 1.7
C1CCCC(NC2=NCCO2)CCC1 | 1.5 | 59.0* | -5.6 | · | -0.6 | -4.5 | -8.2 | 14.0 | 1.8 | 2.1
CC(=O)N1CCN(C(=O)c2ccc(S(=O)(=O)Nc3ccccc3C)cc2)CC1 | 7.7 | -2.0 | -0.7 | -1.0 | -2.4 | -2.3 | -2.0 | -12.2 | -0.4 | 0.1
COc1ccccc1OCC(=O)NCCCN1CCOCC1 | -3.4 | -5.0 | 5.5 | 0.4 | -2.8 | -2.4 | -8.7 | -0.8 | -6.7 | -1.8
COc1ccc(N(CC(=O)NCCSc2ccccn2)S(=O)(=O)c2ccccc2)cc1OC | 1.8 | -4.0 | 2.2 | 0.6 | -4.0 | -3.2 | 0.5 | -11.3 | -9.2 | -0.4
CCc1ccc(NC(=O)Cn2cc([N+](=O)[O-])nc2C)cc1 | 2.7 | -4.4 | -0.4 | -2.4 | -14.1 | 10.6 | -10.5 | 6.9 | -5.3 | 0.7
CCC(=O)N1CCc2cc(S(=O)(=O)CCC(=O)Nc3ccc(C(C)=O)cc3)ccc21 | 21.6 | 0.7 | -3.9 | -2.2 | -0.2 | 1.0 | -13.9 | 5.4 | -7.0 | 1.0
C/C(=N\NC(=O)c1ccco1)c1ccc(NC(=O)c2cccs2)cc1 | -12.1 | 1.2 | -3.9 | 39.3* | -0.1 | -0.8 | 2.8 | 31.9 | -3.5 | -1.1
